Screening results deposited in PubChem BioAssay by National Center for Advancing Translational Sciences (NCATS).
USP2a inh = inhibitors of human ubiquitin-specific protease USP2a; USP2a enzymatic assay, qHTS inhibition; Potency, µM (top dose mostly 38.3 µM), inactives show top-dose activity change, negative = inhibition, actives largely listed as inhibitors; 60,000 compounds, 0.1% hits; O75604;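 also: potency is read from the fitted curve at half-maximal effect; nearly all actives have a fitted effect of over 60% in size; plate controls were DMSO for no effect and NEM full inhibition control for full effect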
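20 nM USP2 core + cpd, 30 min RT; add 20 nM Ub-PLA2/20 uM NBD C6-HPC; read Ex460/Em535 at 0 h and 2.5 h. Normalized to NEM; qHTS curve fit/classification.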
Caspase-1 inhib = blocks human caspase-1 allosterically or competitively; Caspase-1 enzyme, Ac-WEHD-AFC fluorogenic rate; Potency, µM (doses to about 57.5 µM), for inactives: top-dose activity change, negative = inhibition, actives largely listed as inhibitors; 75,000 compounds, 0.03% hits;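 also: potency is read from the fitted curve at half-maximal effect; plate controls were vehicle for no effect and no substrate for full effect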
CRE Fsk mod = CRE-bla signaling modulation under forskolin stimulation; CHO CRE-bla reporter (cAMP response element driving beta-lactamase), forskolin EC10, beta-lactamase ratio; Potency, µM (titrated, usually from 38.2 µM), without a hit: top-dose activity change, negative = inhibition, most hits filed as activators; 71,000 compounds, 2.5% hits; active = well fitted activation curve with a large enough effect in the signal ratio, with a control signal flat, not every such curve was filed as active; inconclusive = small, poorly fitted or top-dose-only effect, or effect the other way, or a change in a side signal; the % refers to the signal ratio; also: potency is read from the fitted curve at half-maximal effect; % of control where 0% means no effect
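Forskolin analogue NKH 477 at EC10 stimulated CRE-driven beta-lactamase in CHO cells alongside compound dilution series. Beta-lactamase was measured with CCF4, excitation 405 nm, emission ratio 460/530 nm.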
ERK AVP block = blocks ERK signaling stimulated by vasopressin; HEK293-V1b, vasopressin-stimulated pERK AlphaScreen; Potency, µM (top dose mostly 57.5 µM), for the others: at the highest dose activity, negative = inhibition, actives largely listed as inhibitors; 72,000 compounds, 0.99% hits; AID 995; also: potency is read from the fitted curve at half-maximal effect; % is scaled to controls: 0 for no effect and ±100 for the full control effect; nearly all actives have a fitted effect of over 55% in size
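qHTS, compounds titrated on V1b-expressing HEK293 cells. Preincubation 30 min at 37C, vasopressin 25 nM for 5 min, lysis 10 min, bead incubation 5 hr at room temperature.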
BRCT PPI red = inhibitors of human BRCA1 BRCT-phosphoprotein interaction (red fluorophore) | P38398 | BRCT-phosphopeptide binding, red fluorescence polarization | Potency, µM (highest dose often 76.9 µM), for inactives: at the highest dose activity change, negative = inhibition, usual class: inhibitors | 75,000 compounds, 0.03% hits; also: % is scaled to controls: 0 for no effect and ±100 for the full control effect
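Rhodamine-labelled pBACH1 10-mer (100 nM) bound to BRCT domain (100 nM) at pH 7.3; compounds incubated 12 min room temperature, polarization read. Free peptide defines full inhibition; unlabelled decapeptide titrated as control.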
A350 fluor = A350 region autofluorescence; Compound autofluorescence, 340/450 nm, Alexa 350 dye-equivalents; active compounds read high; max dye-equivalent concentration, M; 59,000 compounds, 11% hits; in the data active = max dye-equivalent concentration above about 10 nM; inconclusive = mostly about 1.1 nM to 9.6 nM
HEK293 cAMP ctrl = parental HEK293 cAMP activation (counter-screen); AID 938; Potency, µM (top dose mostly 57.1 µM), for the others: at the top dose activation, most hits filed as activators; 73,000 compounds, 2.5% hits; parental HEK293 CNG cAMP sensor, membrane potential fluorescence; also: potency is read from the fitted curve at half-maximal effect; % of control where 0% means no effect; nearly all actives have a fitted effect of over 55% in size
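Counterscreen for endogenous-receptor signalling: CNG-channel HEK 293 cells report cAMP rise by membrane depolarization. After 60 min dye equilibration with 100 uM RO 20-1724, compounds incubated 30 min before bottom-read fluorescence at 590 nm.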
BRCT inh green = BRCA1 BRCT-phosphoprotein interaction inhibition; Potency, µM (highest dose often 76.9 µM), without a hit: at the highest dose activity change, negative = inhibition, usual class: inhibitors; AID 875; BRCA1 BRCT-phosphopeptide binding, green fluorescence polarization; P38398; 75,000 compounds, 0.05% hits;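 also: potency is read from the fitted curve at half-maximal effect; plate controls were peptide without protein for full effect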
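Fluorescence polarization: His-tagged BRCT (~35 kDa BRCA1 C-terminus, 250 nM) bound to 100 nM fluorescein-labeled phosphorylated 10-aa BACH1 peptide, pH 7.3 phosphate buffer with DTT and Tween 20. Compounds incubated 12 min at room temperature; inhibition read as lowered polarization.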
Casp7 inh = caspase-7 (human) inhibition, allosteric or competitive; 75,000 compounds, 0.02% hits; P55210; recombinant caspase-7, Ac-DEVD-AFC fluorescence rate; Potency, µM (highest dose often 57.5 µM), for the others: at the top dose activity change, negative = inhibition, most hits filed as inhibitors; active = well fitted inhibition curve with a large enough effect in the main read-out, with a control signal flat, not every such curve was filed as active; inconclusive = small, poorly fitted or top-dose-only effect, or a change in a side signal; also: potency is read from the fitted curve at half-maximal effect; % of control where 0% means no effect
Target sequence (P55210 24-198 limits assumed): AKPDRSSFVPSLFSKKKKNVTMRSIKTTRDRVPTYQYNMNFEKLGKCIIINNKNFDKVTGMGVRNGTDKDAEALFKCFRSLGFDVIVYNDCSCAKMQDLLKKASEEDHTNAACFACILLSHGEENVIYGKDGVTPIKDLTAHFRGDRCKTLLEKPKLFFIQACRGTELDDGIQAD
Target sequence (P55210 207-303 limits assumed): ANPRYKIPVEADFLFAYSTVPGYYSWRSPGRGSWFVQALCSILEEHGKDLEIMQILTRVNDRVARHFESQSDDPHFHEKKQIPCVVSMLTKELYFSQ
Luciferase inh = blocks Photinus pyralis firefly luciferase activity | P08659 | purified firefly luciferase, luminescence, 8 min | Potency, µM (series often up to 57.1 µM), for the others: at the highest dose activity change, negative = inhibition, hits mostly inhibitors | 72,000 compounds, 2.2% hits; also: potency is read from the fitted curve at half-maximal effect; % is scaled to controls: 0 for no effect and ±100 for the full control effect; nearly all actives have a fitted effect of over 40% in size
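Substrate buffer containing 10 uM ATP (pH 7.2 imidazole, Mg2+, KCl, detergent, BSA) is dispensed, compound pinned in, then luciferase/luciferin detector mix added. After 8 min at ambient temperature, light output is measured.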
Tau fil binding = tau filament binding | P10636 | recombinant tau filaments, thioflavin S fluorescence, 15 h; filaments grown with octadecylsulfate alongside compound | Potency, µM (series often up to 57.1 µM), for inactives: at the top dose activity change, negative = inhibition | 71,000 compounds, 2% hits | AID 596;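 also: potency is read from the fitted curve at half-maximal effect; % is scaled to controls: 0 for no effect and ±100 for the full control effect; actives lower thioflavin S fluorescence by blocking filaments or displacing dye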
Target sequence (P10636 whole entry, looked up): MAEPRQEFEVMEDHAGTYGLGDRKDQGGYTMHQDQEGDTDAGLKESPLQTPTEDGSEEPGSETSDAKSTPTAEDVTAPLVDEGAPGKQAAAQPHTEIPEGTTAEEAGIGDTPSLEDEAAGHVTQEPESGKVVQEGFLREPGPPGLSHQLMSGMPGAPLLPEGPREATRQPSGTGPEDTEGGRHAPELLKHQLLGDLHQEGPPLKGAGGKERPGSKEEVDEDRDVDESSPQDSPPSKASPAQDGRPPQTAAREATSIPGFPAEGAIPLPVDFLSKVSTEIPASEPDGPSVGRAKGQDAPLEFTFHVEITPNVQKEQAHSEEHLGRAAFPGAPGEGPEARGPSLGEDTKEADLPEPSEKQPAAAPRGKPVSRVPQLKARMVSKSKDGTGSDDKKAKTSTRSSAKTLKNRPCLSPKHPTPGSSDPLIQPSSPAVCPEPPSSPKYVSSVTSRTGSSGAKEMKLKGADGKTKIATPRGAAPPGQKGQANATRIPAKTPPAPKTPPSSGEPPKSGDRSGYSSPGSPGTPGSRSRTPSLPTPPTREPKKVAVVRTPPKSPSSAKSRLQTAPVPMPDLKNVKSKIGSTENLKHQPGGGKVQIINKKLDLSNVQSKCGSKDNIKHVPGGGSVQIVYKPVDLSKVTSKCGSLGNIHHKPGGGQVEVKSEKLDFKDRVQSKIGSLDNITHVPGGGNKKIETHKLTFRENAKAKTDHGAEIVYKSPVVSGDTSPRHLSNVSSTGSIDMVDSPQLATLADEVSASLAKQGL
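His-tagged recombinant human tau (exons 2, 3 and 10 included), 1 uM, was induced to fibrillize by 30 uM sodium octadecylsulfate with compound present. After 15 h at 37 C, thioflavine S fluorescence (ex 450, em 510 nm) was read.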
Active calls of the source: *; i = inactive; ? = inconclusive; . = not tested or not shown; & = joins results of further samples; [ ] = dose if it differs, or a comment. Unless noted, calls follow the shape of the dose curve; as a rule, active = well fitted curve in the direction sought with a large enough effect; inconclusive = small, poorly fitted or top-dose-only effect, or another doubt; inactive = no such curve, though single readings can be large; an effect the other way counts as inactive or inconclusive.

Sample of the layout, four compounds:
SMILES	USP2a inh	Caspase-1 inhib	CRE Fsk mod	ERK AVP block	BRCT PPI red	A350 fluor	HEK293 cAMP ctrl	BRCT inh green	Casp7 inh	Luciferase inh	Tau fil binding
CCOC(=O)c1ccc(NC(=O)C2CC2)cc1	-8%	-2%	0%	-5%	-0.7%	i	-2%	0.1%	-1%	-20%	21%
CO[C@@H]1COC(=O)C/C=C\[C@H](C)[C@H](OC)COC(=O)[C@H](C)NC(=O)C/C=C\[C@H]1C	.	-1%[11.5 µM]	.	12%[11.5 µM]	1.9%[15.4 µM]	.	-5%[11.4 µM]	-1.8%[15.4 µM]	0%[11.5 µM]	-1%[11.4 µM]	.
c1ccc(-c2ccccn2)nc1	-1%	4%&-1%	?	9%	0.7%&1.6%	i	-6%&-4%	-1.5%&-2.6%	-1%&0%	4%	-5%
CC(C)[C@@H](OCc1ccccc1)[C@H](C)/C=N\O[C@@H](C)c1cn([C@@H]2COC[C@@H]2O)nn1	.	-1%[11.5 µM]	.	0%[11.5 µM]	-1.5%[15.4 µM]	.	0%[11.4 µM]	-2.2%[15.4 µM]	-1%[11.5 µM]	1%[11.4 µM]	.

The whole of this part, repeating the preview:
SMILES	USP2a inh	Caspase-1 inhib	CRE Fsk mod	ERK AVP block	BRCT PPI red	A350 fluor	HEK293 cAMP ctrl	BRCT inh green	Casp7 inh	Luciferase inh	Tau fil binding
CCOC(=O)c1ccc(NC(=O)C2CC2)cc1	-8%	-2%	0%	-5%	-0.7%	i	-2%	0.1%	-1%	-20%	21%
CO[C@@H]1COC(=O)C/C=C\[C@H](C)[C@H](OC)COC(=O)[C@H](C)NC(=O)C/C=C\[C@H]1C	.	-1%[11.5 µM]	.	12%[11.5 µM]	1.9%[15.4 µM]	.	-5%[11.4 µM]	-1.8%[15.4 µM]	0%[11.5 µM]	-1%[11.4 µM]	.
c1ccc(-c2ccccn2)nc1	-1%	4%&-1%	?	9%	0.7%&1.6%	i	-6%&-4%	-1.5%&-2.6%	-1%&0%	4%	-5%
CC(C)[C@@H](OCc1ccccc1)[C@H](C)/C=N\O[C@@H](C)c1cn([C@@H]2COC[C@@H]2O)nn1	.	-1%[11.5 µM]	.	0%[11.5 µM]	-1.5%[15.4 µM]	.	0%[11.4 µM]	-2.2%[15.4 µM]	-1%[11.5 µM]	1%[11.4 µM]	.
Cc1ccc(S(=O)(=O)Nc2ccc3c(c2)ncn3C(C)(C)C)cc1	21%	2%	0%	3%	0.9%	.	8%	-1.0%	-1%	2%	9%
COc1cccc(Cn2c(=O)c(C)nc3cnc(N4CCNCC4)nc32)c1	46%[activator]	-7%	?	11%	0.1%	?	?	9.4%	-11%	1%[11.4 µM]	0%
CC(C)NC(=O)C1CCN(C(=O)c2cc3sccc3n2Cc2ccc(F)cc2)CC1	24%	0%	?	22%	1.0%	?	18%	-0.8%	-2%	0%	36%
CCn1nnnc1SCC(=O)c1cc(OC)ccc1OC	.	1%	15%	-11%	0.4%	i	13%	0.0%	2%	-2%	-10%
COCCN1Cc2cccc(C(=O)Nc3cccc(C)c3C)c2C1=O	6%	1%	-10%	27%	-2.9%	i	26%	-3.4%	0%	4%	5%
O=C(c1ccc(S(=O)(=O)N2CCCCCC2)cc1)N1CCN(c2ccccn2)CC1	13%	1%	4%	-16%	0.1%	i	-1%	-3.3%	-2%	2%	12%
C=C(C)Cc1c(C)nc(-c2ccccc2)[nH]c1=O	-2%	-9%	3%	0%	-0.1%	.	9%	-4.8%	1%	-6%	-6%
COc1ccc(C(=O)OCCNC(=O)c2c(Cl)nc3ccccn23)cc1	5%	0%	0.4µM*	?	0.4%	?	-1%	0.4%	6%	2%	0%
COc1ccc(Cc2nnc(SCC(=O)c3ccccc3)o2)cc1	4%	-2%	?	11%	-0.5%	?	20%	-0.4%	-1%	4%	7%
CCC(=O)N(Cc1cc2cc(OC)ccc2[nH]c1=O)c1ccccc1C	4%	0%	13%	-7%	1.4%	1.7e-07M*	?	0.2%	2%	2%	4%
CCN(c1ccccc1)c1cc(C)nc2ncnn12	.	0%	21%	17%	-0.3%	.	7%	-2.0%	0%	1%	3%
c1cn(CCCNc2ncnc3sc4c(c23)CCC4)cn1	10%	0%	14%	-27%	0.4%	.	9%	-2.4%	2%	0%	6%
Cc1csc2nc(CNC(=O)c3cccc(C(F)(F)F)c3)cn12	19%	0%	4%	1%	0.3%	i	12%	1.7%	1%	0%	0%
CCN(CCNS(=O)(=O)c1ccc2c(c1)oc(=O)n2C)c1ccccc1	.	-4%	-8%	-16%	-1.7%	.	-6%	1.0%	0%	2%	-21%
C=CC1=C[C@@H](O)C2OC2C12OCCCO2 (stereo partly specified)	.	-1%[11.5 µM]	.	-17%[11.5 µM]	0.6%[15.4 µM]	.	-4%[11.4 µM]	-0.7%[15.4 µM]	0%[11.5 µM]	0%[11.4 µM]	.
NCC(=O)[C@@H](O)[C@H](O)[C@H](O)CO	.	-5%[11.5 µM]	10%[7.6 µM]	6%[11.5 µM]	-0.1%[15.4 µM]	i	9%[11.4 µM]	0.6%[15.4 µM]	1%[11.5 µM]	0%[11.4 µM]	2%[11.4 µM]
O=c1cc(-c2ccccc2)nc2nc(CCc3ccccc3)[nH]n12	-3%	-1%	-15%	11%	1.5%	i	-1%	-1.7%	1%	-1%	11%
CC(C)CCOc1cccc(OCC(=O)N(C)C2CCS(=O)(=O)C2)c1 (stereo unspecified)	-4%	-2%	2%	5%	0.1%	i	10%	-2.6%	-3%	1%	4%
O=C(O)C1CCCCC1C(=O)NCCc1c[nH]c2ccccc12 (stereo unspecified)	-8%	-1%	-13%	-24%	0.8%	i	9%	-0.7%	-1%	0%	-6%
NCCSc1nc(-c2ccccc2)c(-c2ccccc2)o1	.	0%[11.5 µM]	?	0%[11.5 µM]	-0.4%[15.4 µM]	i	5%[11.4 µM]	0.0%[15.4 µM]	1%[11.5 µM]	0%[11.4 µM]	2%[11.4 µM]
CNC(=O)c1cc(S(=O)(=O)N(C)C)ccc1Cl	-6%	-2%	-1%	?	-1.2%	?	9%	-0.6%	1%	6%	-3%
CC(NC(=O)c1ccco1)C(=O)OCc1cccc(Cl)c1 (stereo unspecified)	1%	1%	-5%	1%	-0.1%	i	14%	-0.7%	2%	-1%	-10%
COC(=O)c1c(NC(=O)CSc2nnnn2-c2ccc3c(c2)OCO3)sc(C)c1C	12%	-3%	13%	1%	0.0%	i	24%	-0.2%	6%	4%	-12%
Cc1cc(N(C)C)cc(C)[n+]1[O-]	-6%	0%	2%	-3%	-0.6%	.	?	-1.6%	0%	-9%	-9%
CC(=O)Nc1cc(NC(=O)CCCC(=O)O)ccc1Cl	-2%	-1%	1%	0%	-4.1%	.	2%	-0.3%	1%	1%	18%
N#Cc1ccc(CN2CCCC3(CCN(C(=O)c4cc(C(F)(F)F)cc(C(F)(F)F)c4)CC3)C2)cc1	26%	-1%	7%	15%	0.2%	i	15%	-0.1%	-3%	3%[11.4 µM]	-19%
COCCn1c(C)cc(C(=O)CSc2n[nH]c(N)n2)c1C	1%	-1%	-8%	-25%	-0.3%	i	4%	0.8%	0%	-4%	-10%
CN(C)CCN(Cc1ccccc1)S(=O)(=O)c1cccc2cccnc12	.	1%	-7%	.	-3.8%	.	11%	1.0%	1%	2%	-21%
CC(=O)c1ccc(N2CCN(C(=O)C3(S(=O)(=O)c4ccc(Cl)cc4)CC3)CC2)cc1	21%	-1%	-5%	25%	-0.7%	?	11%	-1.2%	3%	1%	9%
O=C1NCC(COCc2ccccc2)O1 (stereo unspecified)	.	0%	.	.	-0.7%	.	-10%	-1.1%	0%	.	.
COn1c(SCC(=O)N(C)C)nc2ccccc2c1=O	0%	0%	?	?	-1.3%	i	19%	-1.4%	1%	2%	-10%
COC(=O)[C@@]1(Cc2ccccc2)[C@H]2c3cc(C(=O)N(C)C)n(Cc4cc(F)c(F)c(F)c4)c3C[C@H]2CN1C(=O)c1ccccc1	.	-4%	4%	6%	2.6%	.	?	4.5%	-4%	.	1%
CC(=O)O[C@H]1C(=O)[C@@]2(C)[C@H]([C@H](OC(=O)c3ccccc3)[C@]3(O)C[C@H](OC(=O)[C@H](O)[C@@H](NC(=O)c4ccccc4)c4ccccc4)C(C)=C1C3(C)C)[C@]1(OC(C)=O)CO[C@@H]1C[C@@H]2O	23%	3%	?	13%	1.8%	.	6%	3.2%	-1%	16µM*	-24%
COc1ccc(CCn2nnnc2C(CC(C)C)N2CCC(C(N)=O)CC2)cc1OC (stereo unspecified)	0%	0%	2%	-2%	-0.1%	?	-2%	-0.7%	-1%	0%	-4%
